miR122 inh = inhibitors of miR-122 in Huh7 cells. 0.3% of 340,000 active. Huh7 miR-122 Renilla luciferase sensor, 48 h; neutral wells = 0, positive control = 100. activation (reporter increase), % at 12.5 µM;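 active means mean replicate activation score at least 90 and every replicate individually at or above 90; inconclusive means only one of the two criteria met; inactive means neither criterion met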;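 further: higher luciferase means less miR-122 activity so hits act as miR-122 inhibitors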
Statin myotox sup = suppression of simvastatin myotoxicity; C2C12 myotubes + simvastatin, ATP luminescence, 48 h; scaled: DMSO 0, geranylgeraniol control 100; rescue of ATP level, % at 7.49 µM; 0.78% of 330,000 active; AID 602340;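 active means mean ATP rescue above about 67%, or every replicate alone reaching that limit, limit read from the data, passing the limit was not always enough; inconclusive means no clear call, values can overlap the other calls; inactive means mean under the limit and some replicate under it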;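 further: myotubes were challenged with 10 µM simvastatin during compound exposure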
PglD DTNB = PglD (C. jejuni) enzyme inhibition. purified PglD enzyme, DTNB colorimetric CoA detection. AID 602405. inhibition, % at 12.5 µM. 0.098% of 360,000 active; in the data active means inhibition above about 16%, passing the limit was not always enough; inconclusive means no clear call, values can overlap the other calls; further: strong numbers were not always called active
INS-1E GSIS act = primary screen for activators of insulin secretion dependent on glucose, INS-1E cells, GLuc reporter luminescence. INS-1E GLuc reporter insulin secretion, 2-3 h. 0.61% of 370,000 active. activation, % at 16.6 µM;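 active means lowest replicate activation of at least 40%, so every replicate reaches that level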;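 further: 0% = median of neutral control wells and 100% = median of IBMX positive control wells; some compounds called inactive have numbers as strong as hits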
PGC1a acetyl inh = modulators of PGC1a acetylation; U2OS PGC1a acetylation, AlphaScreen anti-acetyl-lysine; with virally co-expressed GCN5 acetyltransferase; inhibition, % at 15.6 µM; 0.17% of 350,000 active;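 active means every replicate shows inhibition of at least 40%; inconclusive means mean inhibition at least 40% but some replicate below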;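 further: 0% = neutral control wells and 100% = positive control wells; some results beyond the cut were filed as inactive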
CFTR F508del cor = correctors of CFTR F508del function in bronchial epithelial cells. activity (quench increase), % at 7.58 µM. CFBE cells, YFP halide quenching; stimulated with forskolin plus potentiator P3; % fluorescence drop versus neutral controls. 0.36% of 350,000 active;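 active means mean added fluorescence quench of at least 8% versus neutral control, with both replicates also reaching 8%; inconclusive means only one of the mean or replicate conditions met; inactive means mean below 8% and not both replicates reaching 8%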;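 further: cells transiently co-express mutant CFTR-F508del with the halide-sensitive YFP; corrector assay measuring rescue of mutant channel to the surface after 24 h compound exposure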
FN deposit inh = fibronectin deposition inhibition; AH1F fibroblasts, Alexa488-fibronectin deposition fluorescence, overnight; inhibition, % at 12.6 µM; 0.086% of 350,000 active; AID 743247;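 active means mean inhibition across replicates of 30% or more, regardless of how many single replicates reach that level; inconclusive means mean under 30% yet at least half of replicates reach 30%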;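 further: positive control wells lacked labelled fibronectin entirely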
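Material: AH1F fibroblasts assembling fluorescent fibronectin matrix; amount: 10000 AH1F cells/well; medium: DMEM, 2% serum; reagent: Alexa488-fibronectin, 24 nM final in well; dosing: single compound dose, delivered by pin transfer; incubation: 1 h adhesion, overnight exposure; detection: fluorescence after three HBSS washes, excitation 485 nm, emission 525 nm; measure: fibronectin deposition inhibition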
Cneo AK release = causes C. neoformans cell lysis. adenylate kinase release luminescence, 4 h; normalised: neutral wells 0, clomiphene wells 100. lysis activity, % at 15 µM. 0.2% of 360,000 active. AID 651654;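 active means mean lysis activity across replicates of at least 80%, whatever share of replicates individually reach that level; inactive means mean lysis activity below 80%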
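Assay system: log-phase C. neoformans yeast / Quantity: yeast cell density of 5 × 10^6 cells/mL / Medium: fresh YPD growth medium / Compound: single dose / Timing: static 4 h at 37 °C with compound, 1 h detection / Measured by: adenylate kinase release luminescence / Read-out: lysis from increased AK signal / Benchmarks: Clomiphene as positive lysis control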
Numbers without * were called inactive; ? = inconclusive; / = no result given; [ ] = remark or other dose.

[1] O=C(O)c1ccc2c(=O)n3cc(C(=O)c4ccccc4O)cc(Cl)c3nc2c1
[2] Cc1cccc(C(=O)NC(C(=O)Nc2cccc(S(=O)(=O)N3CCCC3)c2)C(C)C)c1 (stereo not given)
[3] Cc1c(Cl)cccc1NC(=O)c1ccco1
[4] CCCCS(=O)(=O)NC(=O)C1(C)CCN1C(=O)C/C=C/c1ccccc1 (stereo not given)
[5] Cc1cccc(OCC(=O)OC(C)CN2CCCCC2)c1 (stereo not given)
[6] CCN(CCO)c1ccc(-n2c(N)c(C(=O)OC)c3nc4ccccc4nc32)cc1
[7] Cc1ccc(Cn2c(C)nc3ccc([N+](=O)[O-])cc3c2=O)cc1
[8] COc1ccc(C2CC(c3ccccc3O)=NN2C(=O)c2ccccc2)cc1OC (stereo not given)

entry no.,1,2,3,4,5,6,7,8
miR122 inh,16,6,4,-4,-4,0,-2,6
Statin myotox sup,/,-4,-7,26,-2,-1,-21,26
PglD DTNB,7,0,7,2,-8,1,-7,-2
INS-1E GSIS act,-11,-30,28,-8,12,/,-3,-13
PGC1a acetyl inh,-6,5,4,/,/,-23,/,5
CFTR F508del cor,-0.3,-0.4,-1.2,0.6,2.7,/,0.5,1.4
FN deposit inh,7,-3,-2,/,5,/,4,-2
Cneo AK release,-1,-1,2,-1,2,-1,0,-3

[9] O=C(O)CCCC(=O)OCCCCc1cccs1
[10] CCOc1ccc(NC(=O)C(C)O)c(NS(=O)(=O)c2ccc(CCNC(C)=O)cc2)c1 (stereo not given)
[11] COc1ccc(CN(C)C(=O)c2[nH]c(C)c(C(C)=O)c2C)c(OC)c1OC
[12] C[C@@H]1CN([C@@H](C)CO)C(=O)c2cc(C#CCN(C)C)cnc2O[C@@H]1CN(C)S(=O)(=O)c1cn(C)cn1
[13] C[C@H](CO)N1C[C@H](C)[C@@H](CN(C)S(=O)(=O)c2cccs2)Oc2ccc(NC(=O)Nc3ccc4c(c3)OCO4)cc2CC1=O
[14] Cc1ccc(/C=C/C(=O)Nc2ccncc2)o1
[15] Cc1ccccc1OCC(=O)N(Cc1cccc(F)c1)C1CCS(=O)(=O)C1 (stereo not given)
[16] COCCCNCCOCCOc1ccc(C)cc1Br

entry no.,9,10,11,12,13,14,15,16
miR122 inh,-3,1,-5,-8[16.7 µM],-3[16.7 µM],7,3,11
Statin myotox sup,-10,17,3,-5,-109,-4,-4,/
PglD DTNB,-4,4,/,0,0,4,1,3
INS-1E GSIS act,/,8,20,30,-35,-2,-3,/
PGC1a acetyl inh,-4,13,/,?,0,-4,5,-9
CFTR F508del cor,/,-1.6,-0.6,0.3,-3.3,/,-1.9,/
FN deposit inh,6,/,1,/,/,-13,9,8
Cneo AK release,8,-1,/,54,1,0,0,4

[17] COc1ccc(S(=O)(=O)NC(C)C(=O)NCc2cccnc2)cc1C (stereo not given)
[18] O=C1NCCN(CC2CCN(CC3CCCC3)CC2)C1=O
[19] C=CCOc1cccn2c(N(C)C(=O)c3ccncc3)c(CC)nc12
[20] Cc1cccc(OCC(=O)N2CCC(N3CCOCC3)CC2)c1
[21] O=C(c1cc(-c2ccc(Br)cc2)n[nH]1)N1CCN(C(=O)c2ccccc2Br)CC1
[22] CCN(CC)CCNC(=O)c1ccc(-n2c(C)cc3c2CCCC3=O)cc1
[23] CC1Cc2cc(S(=O)(=O)NCCC(=O)N(C)Cc3ccccc3)ccc2N1C(=O)C1CC1 (stereo not given)
[24] CCc1ccccc1N1C(=O)C2C3C=CC(CC3)C2C1=O (stereo not given)

entry no.,17,18,19,20,21,22,23,24
miR122 inh,-3,-8,-5,2,-6,/,29,0
Statin myotox sup,-7,4,-4,4,-2,/,8,-4
PglD DTNB,-1,1,3,3,-1,/,4,-9
INS-1E GSIS act,3,14,25,4,-7,15,-6,-4
PGC1a acetyl inh,-15,14,12,-2,-13,-11,-5,-2
CFTR F508del cor,-3.3,2.3,0.3,/,0.0,1.3,0.0,0.2
FN deposit inh,-15,5,-5,/,-9,12,12,-2
Cneo AK release,0,0,0,-1,-2,/,2,0

[25] C[C@@H]1CN([C@H](C)CO)S(=O)(=O)c2ccc(C#Cc3cccnc3)cc2O[C@@H]1CN(C)C
[26] CCCC#Cc1ccc2c(c1)O[C@@H](CN(C)C(=O)c1ccccn1)[C@@H](C)CN([C@H](C)CO)S2(=O)=O
[27] CN1CCN(C(=O)/C(=C\c2cccs2)NC(=O)c2cccs2)CC1
[28] CC(C)CNc1ncnc2c1ncn2[C@H]1CN(Cc2ccco2)C[C@@H](CO)O1
[29] COc1ccccc1/C(C)=N/NC(=O)c1nnn(-c2nonc2N)c1C(C)C
[30] Cc1ccc(C(=O)Nc2cccc(C(=O)N3CCN(C)CC3)c2)cc1
[31] O=C(COc1ccccc1Cl)Nc1ccc(CN2CCOCC2)cc1
[32] CC1CCN(S(=O)(=O)c2ccc(S(=O)(=O)NCC3COCCO3)cc2)CC1 (stereo not given)

entry no.,25,26,27,28,29,30,31,32
miR122 inh,1[16.7 µM],3[16.7 µM],-8,-3,2,-3,/,5
Statin myotox sup,7,6,-1,-13,1,-7,/,6
PglD DTNB,1,1,-2,-1,6,15,-195,-3
INS-1E GSIS act,-2,-6,5,15,-3,/,-17,11
PGC1a acetyl inh,5,-20,/,-9,11,-4,/,-10
CFTR F508del cor,0.9,1.1,/,1.3,0.7,/,-0.9,-1.3
FN deposit inh,1,-8,/,9,-2,/,-3,/
Cneo AK release,-2,2,13,0,-2,-4,-1,0

[33] CCc1ccc(NC(=O)C(CC)Sc2nc3cc4c(cc3c(=O)n2Cc2ccco2)OCO4)cc1 (stereo not given)
[34] COc1ccc(CNC(=O)CSc2ncn[nH]2)cc1
[35] CCNC(=S)NNC(=O)c1cc(-c2cccc(C)c2)nc2ccccc12
[36] O=[N+]([O-])/C(=C\Nc1ccc(F)cc1F)S(=O)(=O)c1ccccc1
[37] COc1ccc2cc(C(c3nnnn3Cc3ccc(F)cc3)N3CCCCCC3)c(=O)[nH]c2c1 (stereo not given)
[38] CCc1nc2c(OCc3ccccc3C)cccn2c1N(C)C(=O)c1ccco1
[39] COc1ccccc1S(=O)(=O)CC(O)COc1ccccc1Cl (stereo not given)
[40] CC1(C(=O)NS(=O)(=O)c2ccc(Cl)s2)CCN1C(=O)Cc1ccc(-c2ccccc2)cc1 (stereo not given)

entry no.,33,34,35,36,37,38,39,40
miR122 inh,139*,-4,10,1,3,-2,10,0
Statin myotox sup,-55,-7,3,1,-23,44,3,8
PglD DTNB,-1,10,0,3,-3,-15,-3,2
INS-1E GSIS act,/,/,-16,7,-4,61*,18,28
PGC1a acetyl inh,/,-10,-17,6,4,1,3,2
CFTR F508del cor,/,/,-5.9,3.0,0.6,1.4,0.6,-0.6
FN deposit inh,3,/,/,-7,/,-5,5,-3
Cneo AK release,-1,-1,-4,-1,-1,0,13,-2

Reformatted with bars between the fields: entries from further up.
entry | SMILES | miR122 inh | Statin myotox sup | PglD DTNB | INS-1E GSIS act | PGC1a acetyl inh | CFTR F508del cor | FN deposit inh | Cneo AK release
33 | CCc1ccc(NC(=O)C(CC)Sc2nc3cc4c(cc3c(=O)n2Cc2ccco2)OCO4)cc1 (stereo not given) | 139* | -55 | -1 | / | / | / | 3 | -1
34 | COc1ccc(CNC(=O)CSc2ncn[nH]2)cc1 | -4 | -7 | 10 | / | -10 | / | / | -1
35 | CCNC(=S)NNC(=O)c1cc(-c2cccc(C)c2)nc2ccccc12 | 10 | 3 | 0 | -16 | -17 | -5.9 | / | -4
36 | O=[N+]([O-])/C(=C\Nc1ccc(F)cc1F)S(=O)(=O)c1ccccc1 | 1 | 1 | 3 | 7 | 6 | 3.0 | -7 | -1

Later entries:
[41] Cc1cc(NC(=O)CSc2nnc(COc3cccc(C)c3C)n2C)no1
[42] C1CC(=NN=C2CCSCC2)CCS1
[43] C/C=C/c1ccc(OCC(=O)N(CCOC)c2c(N)n(CCCC)c(=O)[nH]c2=O)c(OC)c1
[44] O=C(N/N=C/c1cc(Br)c(O)c(Br)c1)c1cccnc1
[45] CCCOc1ccc(N2C(=O)CC(N3CCN(c4nc5ccccc5s4)CC3)C2=O)cc1 (stereo not given)
[46] COc1ccc(CNc2ccc(-c3ccccc3OC)nn2)cc1
[47] Cn1cnc(S(=O)(=O)N[C@H]2CC[C@@H](CC(=O)Nc3ccc(-c4ccccc4)cc3)O[C@@H]2CO)c1
[48] COc1ccc(CCNC(=O)COC(=O)c2ccc[nH]c2=O)cc1

entry no.,41,42,43,44,45,46,47,48
miR122 inh,-10,41,/,-1,-5,-8,/,4
Statin myotox sup,/,10,/,-4,22,6,3,4
PglD DTNB,-3,-6,0,-2,-1,-1,-2,6
INS-1E GSIS act,22,4,0,-6,/,/,14,/
PGC1a acetyl inh,3,-2,/,5,12,-38,10,0
CFTR F508del cor,/,0.8,3.1,-1.4,/,/,0.4,/
FN deposit inh,-4,1,-3,0,/,-1,/,13
Cneo AK release,3,9,1,-1,-2,-5,-4,-3

[49] Cc1noc(C)c1NC(=O)Nc1ccc2c(c1)C(=O)N([C@@H](C)CO)C[C@@H](C)[C@H](CN(C)C(=O)Nc1ccc3c(c1)OCO3)OCCCC[C@H](C)O2
[50] COC(=O)NC1CCS(=O)(=O)C1 (stereo not given)
[51] Cn1c(COc2ccccc2)nnc1SCC(=O)NC1CCCC1
[52] COc1ccccc1C(=O)NC(=O)COC(=O)c1cccc(NC(C)=O)c1
[53] CCOc1cc(-c2nc3ccccn3c2NCC2CCCO2)ccc1O (stereo not given)
[54] Cc1ccc(SC(C)C(=O)Nc2ccccc2-c2ccccc2)cc1 (stereo not given)
[55] O=C(COC(=O)c1ccc(S(=O)(=O)N2CCCC2)cc1)Nc1cccnc1Cl

entry no.,49,50,51,52,53,54,55
miR122 inh,11[16.7 µM],2,-6,/,3,-5,/
Statin myotox sup,/,13,21,5,-5,-13,/
PglD DTNB,-2,/,0,1,-1,-3,/
INS-1E GSIS act,14,-7,3,0,/,-8,-9
PGC1a acetyl inh,6,11,0,/,17,-9,-1
CFTR F508del cor,-4.2,/,1.1,-2.3,/,/,-0.5
FN deposit inh,-3,5,-5,3,5,0,0
Cneo AK release,-1,/,1,-3,3,1,/

Screens deposited in PubChem BioAssay by Broad Institute.
